Screening data (PubChem BioAssay)
CHRM4 agonist: CHRM4 agonism in calcium assay. P08173. CHO-K1 hM4/Gqi5, Fluo-8 calcium fluorescence; vehicle 0%, full acetylcholine response 100%. activation, % at 3 µM. 360,000 tested, 0.14% active;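 active = activation above the run mean over all test wells plus 3 SD, cut at about 32% in these data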;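 also: peak over basal fluorescence ratio per well then scaled between controls; 0% = DMSO wells and 100% = acetylcholine at EC100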
Target sequence (P08173 whole entry, looked up): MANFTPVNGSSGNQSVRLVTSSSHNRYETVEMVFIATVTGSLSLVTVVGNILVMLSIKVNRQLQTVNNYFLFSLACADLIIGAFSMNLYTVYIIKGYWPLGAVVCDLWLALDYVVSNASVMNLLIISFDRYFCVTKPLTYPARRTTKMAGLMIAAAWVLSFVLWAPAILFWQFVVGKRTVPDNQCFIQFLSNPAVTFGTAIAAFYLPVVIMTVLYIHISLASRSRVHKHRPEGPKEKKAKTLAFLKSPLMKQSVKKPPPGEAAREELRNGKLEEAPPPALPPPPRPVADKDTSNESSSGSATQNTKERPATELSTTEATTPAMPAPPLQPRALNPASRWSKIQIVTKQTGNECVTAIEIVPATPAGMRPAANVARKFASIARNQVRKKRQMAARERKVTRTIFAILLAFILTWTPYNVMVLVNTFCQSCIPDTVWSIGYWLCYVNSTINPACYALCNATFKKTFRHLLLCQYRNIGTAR
M5 PAM: CHRM5 positive allosteric modulation | CHO-K1 hM5, Fluo-8 calcium, ACh EC20 PAM; 0% = ACh EC20, 100% = ACh EC100 | activation, % at 3 µM | 360,000 tested, 0.3% active;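 active = activation above the run cutoff, the mean activation of all test compounds plus 3 SD, cut at about 18% in these data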
Target sequence (P08912 whole entry, looked up): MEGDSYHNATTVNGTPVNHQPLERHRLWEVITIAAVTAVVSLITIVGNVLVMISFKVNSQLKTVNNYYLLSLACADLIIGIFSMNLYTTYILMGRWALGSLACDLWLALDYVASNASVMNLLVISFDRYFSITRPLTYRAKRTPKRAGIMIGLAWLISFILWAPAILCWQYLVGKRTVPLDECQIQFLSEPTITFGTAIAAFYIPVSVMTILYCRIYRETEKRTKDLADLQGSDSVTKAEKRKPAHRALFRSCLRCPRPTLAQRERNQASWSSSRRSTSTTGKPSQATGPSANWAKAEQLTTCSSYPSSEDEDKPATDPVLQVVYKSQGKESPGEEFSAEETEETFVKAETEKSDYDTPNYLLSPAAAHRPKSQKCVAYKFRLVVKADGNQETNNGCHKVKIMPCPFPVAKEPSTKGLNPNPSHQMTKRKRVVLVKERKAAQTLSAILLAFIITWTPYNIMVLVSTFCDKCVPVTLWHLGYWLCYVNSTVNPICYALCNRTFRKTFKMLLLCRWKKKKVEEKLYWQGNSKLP
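System – CHO-K1 hM5 cells · Compound – 3 µM, single dose · Incubation – compound preincubation 140 s before EC20 acetylcholine addition · Technique – Fluo-8 calcium fluorescence · Measure – Max/basal fluorescence ratio as % of EC20–EC100 ACh window · Benchmarks – low control EC20 acetylcholine (0%), high control EC100 acetylcholine (100%) · Replication – singlicate, one well per test compound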
CHRM4 PAM: CHRM4 positive allosteric modulation; P08173; CHO-K1 hM4/Gqi5, Fluo-8 calcium fluorescence, ACh EC20; 0% = ACh EC20, 100% = maximal ACh; activation, % at 3 µM; 360,000 tested, 0.4% active; AID 624126;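 active = activation above its plate's cutoff, the mean activation of sample wells plus 3 SD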; also: some results filed as inactive read as strong as hits
M5 antag: antagonists of human muscarinic M5 receptor (CHRM5). P08912. CHO-hM5 cells, Fluo-8 calcium fluorescence, ACh EC80. inhibition, % at 3 µM. 360,000 tested, 0.59% active. AID 624040;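 active = inhibition above a per-plate cutoff, the mean of that plate's test compounds plus 3 SD, cut at about 27% in these data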;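 also: 0% = acetylcholine EC80 with DMSO and 100% = DMSO without agonist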
CRFR2-BP ag: agonists of human CRF-binding protein/CRF-R2 receptor complex. activation, % at 13.2 µM. AID 588473. 350,000 tested, 0.46% active. HEK293 CRF-R2/CRF-BP, calcium dye fluorescence (FLIPR); percent of saturating CRF peptide response;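 active = activation of at least 50%, plus an integration ratio under a set limit after plate pattern correction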;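 also: plate controls were neutral control wells without compound for no effect and CRF at EC100 for full effect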
M4 antag: antagonists of human muscarinic M4 receptor (CHRM4). 360,000 tested, 0.73% active. AID 624125. inhibition, % at 3 µM. CHO-hM4 cells, ACh EC80, Fluo-8 calcium fluorescence;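 active = inhibition above its plate's cutoff, the mean inhibition of sample wells plus 3 SD, cut at about 27% in these data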;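 also: 0% = acetylcholine EC80 with DMSO and 100% = DMSO without agonist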
M5 ag: agonists of human muscarinic M5 receptor (CHRM5) | activation, % at 3 µM | CHO-K1 hM5 cells, Fluo-8 calcium fluorescence; 0% DMSO wells, 100% maximal acetylcholine response | AID 624037 | 360,000 tested, 0.19% active;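 active = activation above the run's mean over test compounds plus 3 SD, cut at about 23% in these data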;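 also: signal is peak over basal fluorescence ratio across the kinetic read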
IDE cell inh: inhibits human insulin-degrading enzyme in HEK cells; P14735; inhibition, % at 5.59 µM; FAbetaB cleavage, fluorescence polarization; 320,000 tested, 0.41% active;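 active = percent inhibition above the average of all tested compounds plus 3 SD, set per screening campaign, cut at about 16% in these data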;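 also: IDE supplied by intact live HEK cells; FP after avidin binding of uncleaved biotin substrate so inhibition keeps polarization high; 0% = DMSO wells and 100% = 60 µM reference IDE inhibitor Ii1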
CRFBP-R2 block: CRF-BP/CRF-R2 complex antagonism; 350,000 tested, 0.59% active; inhibition, % at 11.8 µM; HEK293 CRF-R2/CRF-BP, CRF-induced calcium fluorescence;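 active = inhibition of the ligand-induced calcium signal above about 50% at the single tested concentration, limit read from the data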
* hit, by the source's call; nt = no result given. Rows were taken by chance; about 2.9% have a hit in one of these screens.

CRFR2-BP ag	M5 PAM	M4 antag	M5 ag	CRFBP-R2 block	IDE cell inh	M5 antag	CHRM4 PAM	CHRM4 agonist	canonical_smiles
-0.9	-6	-3	3	0	5	5	11	1	Cc1nc2c3c(sc2c(=O)[nH]1)NC(=O)CC3c1ccccc1Cl (configuration not stated)
-0.7	6	-17	0	-8	2	0	16	2	Cc1ccc(OCCC(=O)OCC(=O)NC(=O)NC2CCCCC2)cc1
-0.2	6	5	1	2	-1	-6	5	1	CCc1nc(Nc2ccc(OC)c(OC)c2)c2nnn(Cc3ccccc3Cl)c2n1
0.3	-4	-7	0	14	0	2	2	5	COc1ccccc1NS(=O)(=O)c1ccc(NC(=O)c2nc3nc(C)cc(C(F)F)n3n2)cc1
-1.2	0	1	0	12	11	-9	8	0	C[C@H](NC(=O)OC(C)(C)C)c1nnc(SCC(N)=O)o1
nt	-12	20	-3	nt	nt	4	-7	0	Cc1cccnc1C(NC(=O)C1CCN(Cc2ccc(Cl)c(Cl)c2)CC1)c1ccc(Cl)cc1 (configuration not stated)
-1.1	5	10	0	10	-1	-3	3	1	CN(C(=O)CSc1nnc(C(F)(F)F)n1N)C1CCS(=O)(=O)C1 (configuration not stated)
1.7	-4	-6	-4	-25	2	12	2	3	CCN(CC)S(=O)(=O)c1cccc(C(=O)/C=C2/N(C)c3ccccc3C2(C)C)c1
-6.5	6	-2	-2	7	0	2	6	1	C=CCn1cnc2c(nnn2-c2ccc(Cl)cc2)c1=O
-0.6	-5	-3	-2	11	0	0	0	0	CC(=O)c1cccc(NC(=O)CN(c2cccc(F)c2)S(C)(=O)=O)c1
-1.4	-2	-5	-3	-9	nt	-4	2	1	O=c1[nH]c(/C=C\c2ccc(O)c(O)c2)nc(O)c1[N+](=O)[O-]
0.7	-8	10	1	-20	5	10	-1	7	CN(c1ccccc1)S(=O)(=O)c1cccc(NC(=O)Cn2cnc3c2c(=O)n(C)c(=O)n3C)c1
-2.1	1	-19	7	7	2	-12	3	0	COC(=O)c1c(-c2ccccc2)nn(-c2ccccc2)c1C(=O)OC
0.1	-5	7	1	-8	5	6	6	5	C[C@H]1COC(=O)[C@@H](Cc2ccc(F)cc2)C/C=C\C[C@@H](CC(=O)NCCO)C(=O)N1
-4.2	-7	-3	2	-7	1	2	-12	8	CC(C)Cn1cc(C(=O)NCCCOC(C)C)c2c3ccccc3n(C)c2c1=O

Following part:
CRFR2-BP ag	M5 PAM	M4 antag	M5 ag	CRFBP-R2 block	IDE cell inh	M5 antag	CHRM4 PAM	CHRM4 agonist	canonical_smiles
-1.4	1	10	-4	-1	3	-3	7	0	Cc1ccccc1C(=O)Nc1ccccc1
0.0	-8	4	-1	0	-1	19	4	-1	CC[C@H](C)C1NC(=O)[C@H](CC(=O)O)NC(=O)c2cc([N+](=O)[O-])cc(I)c2NCCC(C(N)=O)NC1=O (some centres not stated)
-1.8	-3	4	3	-2	3	-9	-1	0	O=c1c2c(nc3n1CCCCC3)sc1c(O)c(Br)ccc12
3.5	-8	8	-4	-3	0	9	-7	6	COc1cccc(C(=O)Nc2ccc(C3CC3(Cl)Cl)cc2)c1 (configuration not stated)
-3.1	4	-8	1	1	0	1	4	2	CCOC(=O)c1nn(-c2ccccc2C)c(=O)cc1OCC(=O)Nc1cccc(OC)c1
0.5	1	13	-2	7	-4	1	-4	0	Cc1ccc(S(=O)(=O)N2CC(C)N(C(=O)N3CCOCC3)C2C)cc1 (configuration not stated)
1.5	4	4	-1	-19	4	-8	4	1	CN1CCN(S(=O)(=O)c2ccc(N3CCc4ccccc4C3)nc2)CC1
-1.6	-4	-4	-6	6	9	14	2	0	Cc1ccc(C(CC(=O)N2CCNCC2)c2ccccc2)c(O)c1C (configuration not stated)
-0.5	2	-9	0	-5	7	-11	15	0	CCCOc1ccc(C2C3=C(Nc4nc(N)[nH]c(=O)c42)c2ccccc2C3=O)cc1 (configuration not stated)
138*	-16	21	20	-225	151*	32*	-16	24	N#C/C(=C/c1ccc(N2CCCCC2)o1)C(=O)NCCc1c[nH]c2ccccc12
0.5	1	-5	1	12	-4	2	-5	0	Clc1ccc(OCc2nn[nH]n2)cc1
-1.4	2	1	-3	-6	0	-1	1	3	O=C(CN1CCCCC1)N/N=C/c1cc2ccccc2nc1Cl
-1.0	3	5	-2	21	3	-11	4	1	COc1ccccc1C(=O)N/C(=C\c1ccc(Br)cc1)C(=O)NCCC(=O)O
nt	-9	-8	-2	nt	nt	6	-7	2	CC(=O)C1=CCC(c2ccc(Cl)cc2)N(S(=O)(=O)c2ccccc2C)C1 (configuration not stated)
1.6	-2	1	1	2	nt	7	-5	9	C[C@@H]1CNC(=O)c2c(C(=O)Nc3ccc(CNC(=O)OC(C)(C)C)cc3)ncn21

(further entries)
CRFR2-BP ag	M5 PAM	M4 antag	M5 ag	CRFBP-R2 block	IDE cell inh	M5 antag	CHRM4 PAM	CHRM4 agonist	canonical_smiles
-4.3	-2	2	-3	4	4	9	-5	0	Cc1occc(=O)c1OCc1ccc(Cl)cc1Cl
nt	-1	-8	-3	nt	nt	0	-4	-1	CC1(C(=O)NCc2cccc3ccccc23)CCN1CCc1ccccc1 (configuration not stated)
-1.0	1	4	1	-55	0	-2	-7	2	Cc1cc(C)c(C#N)c(SCC(=O)NN2CC(=O)N(c3ccccc3F)CC2=O)n1
2.0	0	-3	0	7	1	6	0	4	O=C(CNC(=O)c1ccc(Cl)cc1Cl)OCC(=O)c1ccc2c(c1)OCCO2
1.0	3	8	0	15	nt	1	-1	1	COc1ccc(NC(=O)COC(=O)C2COc3ccccc3O2)cc1 (configuration not stated)
-2.1	2	-4	-2	12	1	5	-1	0	Cc1cccc(C)c1N=C1C(=O)Nc2ccccc21
-0.4	-2	-3	-1	8	3	4	-4	2	CCOC(=O)c1c(COC(=O)c2ccco2)nc2ccccc2[n+]1[O-]
-0.6	0	2	-1	2	-5	13	-5	-2	CNC[C@H]1Oc2c(NS(=O)(=O)c3ccccc3)cccc2C(=O)N([C@H](C)CO)C[C@@H]1C
5.2	-6	6	-9	19	nt	1	-9	1	OCCN(Cc1cccnc1)Cc1ccccn1
0.5	-4	5	3	-4	-1	1	-9	3	COc1ccc(C2(O)CCN(Cc3nnnn3Cc3ccc(F)cc3)CC2)cc1
nt	0	-4	-1	nt	nt	0	4	0	O=C(Nc1nc(OCC(F)(F)F)cnc1/C=C\c1ccccc1)c1ccsc1
0.1	-5	0	-3	3	1	10	3	-1	COc1cc2c3nc4n(c(=O)c3n(CC(=O)NCC3CCCO3)c2cc1OC)CCS4 (configuration not stated)
2.3	-5	-7	-8	1	-2	-14	-1	1	Cc1cccc(N2C(=O)SC(N(C)c3ccccc3)C2=O)c1 (configuration not stated)
-1.2	-1	0	-6	-3	6	1	-7	1	COc1ccc(CN2CCN(C)CC2)cc1OCc1ccccc1
-0.3	-3	-5	2	7	-1	-3	-7	10	COc1ccccc1N1CCN(C(=O)c2sc3ncn(CC(=O)N4CCC(C)CC4)c(=O)c3c2C)CC1

More records follow:
CRFR2-BP ag	M5 PAM	M4 antag	M5 ag	CRFBP-R2 block	IDE cell inh	M5 antag	CHRM4 PAM	CHRM4 agonist	canonical_smiles
-1.8	-8	-4	-3	1	0	13	-1	3	COC(=O)C1=C(CCc2ccccc2)NC(=O)NC1c1ccc(C#N)cc1 (configuration not stated)
-1.0	-2	10	-3	-1	-3	-1	0	-1	Cc1ccc(C2CC2c2n[nH]c(=S)n2-c2ccc(C)cc2)cc1 (configuration not stated)
2.3	-2	-22	-4	-39	9	-9	2	11	O=C(N/N=C/c1cccc(OCc2ccccc2)c1)c1ccc(Br)o1
-1.3	-1	-9	-5	1	6	1	9	0	CCN1CCN(CCNC(=O)CCCCCn2c(=O)[nH]c3cc(C(=O)OC)ccc3c2=O)CC1
4.0	4	-3	-2	-15	1	-2	1	0	CCCSc1nnc2[nH]c(=O)cc(N)n12
-0.8	-14	-7	0	29	-1	13	-10	9	COc1ccc(CC(=O)Nc2cccc(-c3cn4ccccc4n3)c2)cc1
3.4	0	-7	0	-12	nt	-4	1	1	CN(C(=O)c1ccc(NC(=O)Cc2ccc(NC(=O)C3CCN(S(=O)(=O)c4cccc([N+](=O)[O-])c4)CC3)cc2)cc1)C1CCCC1
-0.6	2	5	1	2	-3	-2	-3	0	Cc1nc2ccccn2c1P(=O)(N1CCCCC1)N1CCCCC1
5.7	1	-1	-1	-23	1	-4	12	0	COC(=O)c1nn(-c2ccccc2)c(Cl)c1/C=N/OCc1ccc(Cl)cc1Cl
2.1	-12	3	-3	18	8	3	-11	5	COc1ccc(C(=O)C2CCCN(S(=O)(=O)c3cccc(C)c3)C2)c(C)c1 (configuration not stated)
0.0	2	7	-2	17	9	16	2	0	COc1nc(N2CCCC2)nc(-n2nnc(C(C)=O)c2C)n1
0.8	5	-2	-3	1	-1	-4	12	0	Cc1ccc(S(N)(=O)=O)cc1NC(=O)/C=C/c1cccs1
nt	-5	7	-6	nt	nt	4	-4	2	Cc1cc2c(cc1C)-c1nnnn1C(N1CCCCC1)C(=O)N2 (configuration not stated)
2.7	1	-15	-4	-7	1	-9	26	1	O=C(Cn1cnc2ccccc2c1=O)NCCC(=O)N1CCN(Cc2ccccc2)CC1
0.9	-3	-2	3	-10	nt	5	-1	6	CC1(c2cccc(Br)c2)NC(=O)N(CC(=O)NCCC2=CCCCC2)C1=O (configuration not stated)

Reformatted with values under each structure: part of the list above.
The line under a structure holds: CRFR2-BP ag | M5 PAM | M4 antag | M5 ag | CRFBP-R2 block | IDE cell inh | M5 antag | CHRM4 PAM | CHRM4 agonist
- COc1ccc(CC(=O)Nc2cccc(-c3cn4ccccc4n3)c2)cc1
 : -0.8 | -14 | -7 | 0 | 29 | -1 | 13 | -10 | 9
- CN(C(=O)c1ccc(NC(=O)Cc2ccc(NC(=O)C3CCN(S(=O)(=O)c4cccc([N+](=O)[O-])c4)CC3)cc2)cc1)C1CCCC1
 : 3.4 | 0 | -7 | 0 | -12 | nt | -4 | 1 | 1
- Cc1nc2ccccn2c1P(=O)(N1CCCCC1)N1CCCCC1
 : -0.6 | 2 | 5 | 1 | 2 | -3 | -2 | -3 | 0
